GSK3 alpha inh – inhibitors of human GSK-3 alpha kinase; ADP-Glo luminescence, 60 min; inhibition, % at 10 µM; 320,000 tested, 0.1% active;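 in the data active = inhibition above about 50%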;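 also: GST-tagged GSK-3 alpha with peptide substrate and 25 µM ATP; 0% = DMSO neutral wells and 100% = GW8510 positive control wells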
Target sequence (P49840 whole entry, looked up): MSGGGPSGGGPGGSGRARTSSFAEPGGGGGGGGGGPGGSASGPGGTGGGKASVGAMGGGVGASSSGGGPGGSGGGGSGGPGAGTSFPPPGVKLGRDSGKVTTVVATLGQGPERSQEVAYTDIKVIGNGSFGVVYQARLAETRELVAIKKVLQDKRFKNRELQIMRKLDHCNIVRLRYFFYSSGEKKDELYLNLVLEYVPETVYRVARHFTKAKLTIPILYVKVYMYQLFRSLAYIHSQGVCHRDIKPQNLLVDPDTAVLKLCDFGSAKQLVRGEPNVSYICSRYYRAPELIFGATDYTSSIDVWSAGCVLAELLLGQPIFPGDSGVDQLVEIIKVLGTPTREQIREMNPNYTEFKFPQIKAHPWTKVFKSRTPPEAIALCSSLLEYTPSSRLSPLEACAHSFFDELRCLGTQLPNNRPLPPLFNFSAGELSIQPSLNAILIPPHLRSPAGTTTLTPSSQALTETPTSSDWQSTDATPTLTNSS
DYRK1A inh – Dyrk1A (rat) kinase inhibition | 310,000 tested, 0.43% active | inhibition, % at 12.5 µM | ADP-Glo luminescence, NFATc1 peptide | AID 504441; in the data active = inhibition above about 50%;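 also: plate controls were vehicle with enzyme for no effect and no enzyme for full effect; many of its hits are not listed in these tables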
HDAC3 inh – blocks human histone deacetylase 3; inhibition, % at 8.3 µM; AID 2718; 320,000 tested, 0.15% active; recombinant HDAC3, fluorogenic peptide/trypsin coupled, fluorescence; O15379; in the data active = inhibition above about 26%, passing the limit was not always enough
Target sequence (O15379 whole entry, looked up): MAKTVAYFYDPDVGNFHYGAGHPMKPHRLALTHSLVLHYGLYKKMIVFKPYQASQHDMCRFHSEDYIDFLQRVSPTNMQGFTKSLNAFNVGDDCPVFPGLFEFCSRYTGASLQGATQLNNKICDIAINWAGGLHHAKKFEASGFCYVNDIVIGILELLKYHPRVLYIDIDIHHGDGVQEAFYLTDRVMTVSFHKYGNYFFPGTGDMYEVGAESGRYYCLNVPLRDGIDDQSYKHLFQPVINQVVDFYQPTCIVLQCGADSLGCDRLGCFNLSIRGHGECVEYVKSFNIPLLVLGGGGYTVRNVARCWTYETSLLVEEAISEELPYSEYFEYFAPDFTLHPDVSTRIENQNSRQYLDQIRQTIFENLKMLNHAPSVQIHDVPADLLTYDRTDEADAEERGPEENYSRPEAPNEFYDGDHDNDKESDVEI
Numbers without * were called inactive. An excerpt, so the mix of outcomes need not match the whole.

1) CNc1snc(C)c1C(=O)OC(C)C(=O)Nc1ccc(F)cc1 (stereo unspecified)
2) Cc1ccnn1-c1ccc(C(=O)NCC(c2ccco2)N2CCCC2)cc1 (stereo unspecified)
3) COc1ccc(NS(=O)(=O)c2ccc(NC(=O)c3ccccn3)cc2)cc1
4) CN(C)C(CNC(=O)c1ccc2nccnc2c1)c1ccco1 (stereo unspecified)
5) C[C@H](CO)N1C[C@H](C)[C@@H](CN(C)Cc2ccccc2)Oc2c(NC(=O)C3CCCCC3)cccc2C1=O
6) COc1ccc(-c2c(-c3cc(OC)cc(OC)c3)n(C)c3ccc(-c4ccn[nH]4)cc23)cc1
7) CN(Cc1ccccc1)C(=O)COC(=O)c1cc(=O)[nH]c2ccccc12
8) O=C(NC1CCCCC1)c1ccc(-c2ccccc2F)o1
assay / compound | 1 | 2 | 3 | 4 | 5 | 6 | 7 | 8
GSK3 alpha inh | -8 | 2 | 1 | 4 | 1 | -1 | 4 | -2
DYRK1A inh | 9 | 4 | -5 | 2 | 0 | -3 | -5 | 4
HDAC3 inh | 1 | -1 | 7 | 8 | 12 | -2 | -1 | 3

9) CCCn1c(N)c(C(=O)COC(=O)c2cccc(S(=O)(=O)N3CCOCC3)c2)c(=O)[nH]c1=O
10) O=C(COC(=O)c1ccc2ccccc2c1O)NCc1ccccc1
11) N#Cc1ccsc1NC(=O)C1=COCCO1
12) CC(C)(C)OC(=O)C[C@H]1C/C=C\C[C@H](CC(=O)N[C@H](CO)Cc2ccccc2)C(=O)N2CCC[C@H]2COC1=O
13) COc1ccc(NC(=O)C2CC(=O)N(Cc3ccco3)C2)cc1Cl (stereo unspecified)
14) CC(C)(C)OC(=O)C[C@H]1C/C=C\C[C@H](CC(=O)N[C@H](CO)Cc2ccccc2)C(=O)N[C@H](C(C)(C)C)COC1=O
15) COc1ccc(NC(=O)Nc2ccc3c(c2)C(=O)N([C@@H](C)CO)C[C@@H](C)[C@@H](CN(C)S(=O)(=O)c2cccs2)O3)cc1
16) O=C(/C=C/c1ccccc1)OCC(=O)c1c[nH]c2ccccc12
assay / compound | 9 | 10 | 11 | 12 | 13 | 14 | 15 | 16
GSK3 alpha inh | 0 | 1 | 3 | -1 | 6 | 7 | 0 | -7
DYRK1A inh | -2 | -3 | 7 | -1 | 0 | 1 | 0 | 1
HDAC3 inh | 4 | -10 | 9 | -5 | -3 | -4 | 7 | 3

17) O=C(Cn1cc(C(F)(F)F)ccc1=O)NCC1CCCO1 (stereo unspecified)
18) Cc1cc(C)n2nc(C(=O)OCC(=O)NCc3ccc(F)cc3)nc2n1
19) C[C@@H]1COC(=O)[C@H](Cc2ccc(F)cc2)CC/C=C\C[C@@H](CC(=O)NCCO)C(=O)N1
20) NC(=O)c1cc([N+](=O)[O-])ccc1NCc1cnccn1
21) Cc1cc(O)cc2c1O[C@@](C)(CCC[C@@H](C)CCC[C@@H](C)CCCC(C)C)CC2
22) Cc1ccc(CNC(=O)CNC(=O)c2ccc(C(C)(C)C)cc2)n1C
23) COC(=O)C1=CO[C@@H](O[C@@H]2O[C@H](CO)[C@@H](O)[C@H](O)[C@H]2O)C2C(CO)=CCC12 (stereo partly specified)
24) CC(C)C(NC(=O)c1ccc(C(C)(C)C)cc1)C(=O)NCc1ccccn1 (stereo unspecified)
assay / compound | 17 | 18 | 19 | 20 | 21 | 22 | 23 | 24
GSK3 alpha inh | -1 | -4 | 1 | 17 | -6 | 0 | 0 | -5
DYRK1A inh | -4 | -7 | -6 | 9 | 1 | 2 | 0 | -4
HDAC3 inh | 2 | -2 | -6 | 1 | -5 | 5 | -9 | -7

25) CC1CCN(CC(=O)Nc2ccccc2C(=O)NC2CC2)CC1
26) O=C(CCNS(=O)(=O)c1cccc(Cl)c1)OCC(=O)N1CCN(C(=O)c2ccco2)CC1
27) COc1ccc(-c2cn(CCO)c(-c3ccncc3)n2)cc1
28) Cc1cc(C)cc(NC(=O)CN2CCN(C(=O)c3cccs3)CC2)c1
29) Cc1cc(NC(=O)CN(C)CC(=O)Nc2ccc(F)c(F)c2F)no1
30) O=C(COC(=O)CCNS(=O)(=O)c1ccccc1)NC(=O)Cc1ccccc1
31) O=C(COC(=O)CC1CC2CCC1C2)Nc1ccccc1Cl (stereo unspecified)
32) COc1ccc2cc(C3=CC(=O)C[C@H](c4ccc5c(c4)OCO5)C3)ccc2c1
assay / compound | 25 | 26 | 27 | 28 | 29 | 30 | 31 | 32
GSK3 alpha inh | -5 | 16 | 0 | 0 | -2 | -2 | -2 | -1
DYRK1A inh | -5 | 1 | -11 | -2 | 6 | -5 | 10 | 1
HDAC3 inh | 3 | 0 | -2 | -6 | -1 | 2 | -6 | -4

33) COC(=O)c1ccc(COC(=O)C2CCN(S(=O)(=O)c3ccccc3C(=O)OC)CC2)cc1
34) COc1ccccc1/C=C/C(=O)OCC(=O)NCc1ccc2c(c1)OCO2
35) CCN(C(=O)COC(=O)CCC(=O)c1cccs1)C1CCCCC1
36) Cc1ccc(C)c(S(=O)(=O)N2CCN(CC(=O)NC(C)c3ccccc3)CC2)c1 (stereo unspecified)
37) CCOc1ccc(NC(=O)Cn2nc(C(N)=O)c3ccccc3c2=O)cc1S(=O)(=O)N1CCCC1
38) Cc1nc(SCc2nc3ccc(Br)cc3[nH]2)c2oc3ccccc3c2n1
39) C/C(=C/CCC(C)(O)C1CC[C@@]2(C)[C@@H]3CC=C4[C@@H](CC[C@H](O[C@H]5O[C@@H](CO)[C@H](O)[C@@H](O)[C@@H]5O)C4(C)C)[C@]3(C)C(=O)C[C@]12C)CO[C@@H]1O[C@H](CO)[C@@H](O)[C@H](O)[C@H]1O (stereo partly specified)
40) COc1cc2c(-c3cc(F)cc(F)c3)c(-c3ccsc3)oc(=O)c2cc1OC
assay / compound | 33 | 34 | 35 | 36 | 37 | 38 | 39 | 40
GSK3 alpha inh | -2 | 2 | -1 | 0 | -5 | -4 | -1 | 2
DYRK1A inh | -2 | -3 | 4 | 5 | 1 | 8 | 35 | 6
HDAC3 inh | -4 | -1 | 6 | 2 | 4 | 13 | -7 | -6

Ordered by molar mass (largest number first): part of the list above
39) C/C(=C/CCC(C)(O)C1CC[C@@]2(C)[C@@H]3CC=C4[C@@H](CC[C@H](O[C@H]5O[C@@H](CO)[C@H](O)[C@@H](O)[C@@H]5O)C4(C)C)[C@]3(C)C(=O)C[C@]12C)CO[C@@H]1O[C@H](CO)[C@@H](O)[C@H](O)[C@H]1O (stereo partly specified)
37) CCOc1ccc(NC(=O)Cn2nc(C(N)=O)c3ccccc3c2=O)cc1S(=O)(=O)N1CCCC1
33) COC(=O)c1ccc(COC(=O)C2CCN(S(=O)(=O)c3ccccc3C(=O)OC)CC2)cc1
36) Cc1ccc(C)c(S(=O)(=O)N2CCN(CC(=O)NC(C)c3ccccc3)CC2)c1 (stereo unspecified)
34) COc1ccccc1/C=C/C(=O)OCC(=O)NCc1ccc2c(c1)OCO2
assay / compound | 39 | 37 | 33 | 36 | 34
GSK3 alpha inh | -1 | -5 | -2 | 0 | 2
DYRK1A inh | 35 | 1 | -2 | 5 | -3
HDAC3 inh | -7 | 4 | -4 | 2 | -1

(more compounds)
41) COc1ccc(C(C)=O)cc1CS(=O)(=O)CC(=O)NCCc1c[nH]c2ccccc12
42) COc1ccccc1NC(=O)COC(=O)CCc1ccc(S(=O)(=O)N2CCOCC2)cc1
43) O=C(CSc1nnc(C2CC2)n1C1CC1)c1ccccc1F
44) O=C(Nc1ccc(-c2csc(Nc3ccc(Cl)cc3)n2)cc1)c1ccccc1
45) C[C@H](CO)N1C[C@H](C)[C@@H](CN(C)S(=O)(=O)c2cn(C)cn2)Oc2c(NC(=O)Nc3ccc4c(c3)OCO4)cccc2C1=O
46) COc1ccc(S(=O)(=O)N(C)C[C@H]2Oc3ccc(NC(=O)Cc4cn(C)c5ccccc45)cc3C(=O)N([C@@H](C)CO)C[C@@H]2C)cc1
47) COc1cc(-c2ccccc2)[nH]c(=S)n1
48) CCCSc1ccc([C@H]2N[C@@](Cc3ccccc3)(C(=O)OC)[C@H]3C(=O)N(C)C(=O)[C@@H]23)cc1
assay / compound | 41 | 42 | 43 | 44 | 45 | 46 | 47 | 48
GSK3 alpha inh | -2 | -1 | -5 | -21 | 0 | 2 | -3 | -1
DYRK1A inh | 6 | 4 | 0 | 3 | 3 | 10 | -1 | 4
HDAC3 inh | -3 | 0 | 0 | 2 | -3 | 4 | 1 | 7

49) CC(C)C(NC(=O)c1c(F)cccc1F)C(=O)OCN1C(=O)c2ccccc2C1=O (stereo unspecified)
50) CCN1C(=NCCc2ccc(Br)cc2)N[C@@H](c2ccccc2)[C@H](C(=O)OC)[C@H]1C
51) Cc1cc(C(=O)OCC(=O)NCc2ccc(Cl)cc2Cl)c(C)o1
52) Cn1c(SCC(=O)NCc2ccco2)nnc1C1CC1
53) CCCCn1c(N)c(N(C)C(=O)C2CCCC2)c(=O)[nH]c1=O
54) O=C1CCC/C=C\C[C@@H](CC(=O)N(CCO)Cc2ccccc2)C(=O)NCCO1
55) CN(CC(=O)Nc1cccc(F)c1)C(=O)CN1C(=O)NC2(CCCC2)C1=O
56) CC(C)CN(C(=O)CSc1nc2ccccc2[nH]1)C1CCS(=O)(=O)C1 (stereo unspecified)
assay / compound | 49 | 50 | 51 | 52 | 53 | 54 | 55 | 56
GSK3 alpha inh | -2 | 0 | 0 | -1 | -3 | -1 | -11 | -6
DYRK1A inh | -1 | 10 | 5 | 3 | -2 | 5 | -3 | 9
HDAC3 inh | 1 | 4 | -3 | -3 | 1 | 1 | -2 | -4

57) C=CCNS(=O)(=O)NC(=O)C1=C(N2CCCC2)COC1=O
58) COc1ccc(S(=O)(=O)N2CCOCC2)cc1NC(=O)COC(=O)C1CCC1
59) Cc1nc2nc(SCc3ccccc3)nn2c(C)c1C
60) COc1ccccc1[C@@]1(C)ON(c2ccccc2C(F)(F)F)C1=O
61) O=C(c1cn(Cc2ccccc2)nc1-c1cccnc1)N1CCN(Cc2ccccc2)CC1
62) O=C(NCc1ccco1)c1cc(S(=O)(=O)NC2CC2)ccc1Br
63) CCc1ccc(-c2nc(SCC(=O)c3c(N)n(C)c(=O)n(C)c3=O)n[nH]2)cc1
64) CC(=O)N1CCN(c2ccc(NCc3ccc(Br)o3)cc2)CC1
assay / compound | 57 | 58 | 59 | 60 | 61 | 62 | 63 | 64
GSK3 alpha inh | -2 | 0 | -4 | -2 | -3 | 3 | -6 | -2
DYRK1A inh | 0 | -2 | 0 | 6 | 5 | -6 | 0 | 0
HDAC3 inh | -3 | -2 | 0 | 6 | -4 | 1 | 0 | -1

65) Cc1c(NC(=O)COC(=O)CSc2ccc([N+](=O)[O-])cc2)c(=O)n(-c2ccccc2)n1C
66) O=C(NCC1CCCO1)c1ccccc1NS(=O)(=O)c1ccc(F)cc1 (stereo unspecified)
67) CCC1(CC)NC(=O)N(CC(=O)OCC(=O)Nc2cc(OC)ccc2OC)C1=O
68) O=C(NCc1cccc(F)c1)c1cccc2c1C(=O)c1ccc(N3CCOCC3)cc1S2(=O)=O
69) O=C(COC(=O)C1=NN(c2ccccc2)C(=O)CC1)Nc1nc(-c2ccc(F)cc2)cs1
70) CC(c1nc2ccccc2c(=O)[nH]1)N1CCCN(S(=O)(=O)c2ccc(F)cc2)CC1 (stereo unspecified)
71) CCOC(=O)[C@@H]1[C@H]2COc3ccccc3[C@H]2N2C(=O)N(c3ccc(Br)cc3)C(=O)[C@]12C
72) COc1cc(OC)cc(C(=O)N[C@H](C(=O)NNC(=O)c2ccc(Br)cc2)C(C)C)c1
assay / compound | 65 | 66 | 67 | 68 | 69 | 70 | 71 | 72
GSK3 alpha inh | 0 | -1 | -2 | 0 | 1 | -6 | 3 | 1
DYRK1A inh | 2 | 1 | -1 | -4 | 9 | 7 | 4 | -1
HDAC3 inh | 3 | 3 | -3 | -11 | 1 | -1 | 0 | 5

73) CNC(C)C(=O)NC(C(=O)N1CCCC1C(=O)Nc1ccc2ncccc2c1)C(C)C (stereo unspecified)
74) O=C(CCC(=O)Nc1ccccc1Cl)NNC(=O)COc1ccc([N+](=O)[O-])cc1
75) Cc1ccc(SCC(=O)OCC(=O)NCCc2ccc(S(N)(=O)=O)cc2)c(C)c1
76) O=C1C=C(c2ccc(CO)cc2)C[C@@H](c2ccc3c(c2)OCO3)C1
77) O=C(CCC(=O)N1CCN(c2ccccn2)CC1)c1cccs1
78) COc1ccc([C@H]2CC(=O)C=C(c3ccccc3)C2)cc1OC
79) C#CCOCCOCCOCCNc1nc(N2CCN(C(=O)[C@H](CC(N)=O)n3cc(C(N)[C@@H](C)CC)nn3)CC2)nc(N2CCN(C(=O)[C@H](CCC(=O)O)n3cc([C@@H](N)CCCCN)nn3)CC2)n1 (stereo partly specified)
80) Cn1cccc1C(=O)OCC(=O)Nc1ccc2c(c1)OCCO2
assay / compound | 73 | 74 | 75 | 76 | 77 | 78 | 79 | 80
GSK3 alpha inh | -1 | 3 | -2 | -1 | 0 | 0 | -30 | -3
DYRK1A inh | 8 | 2 | 2 | 12 | 3 | -18 | -5 | -3
HDAC3 inh | 1 | -1 | -3 | -1 | 3 | -3 | -2 | -1

81) COc1ccc(C(=O)NNC(=O)CCc2nc3ccccc3c(=O)[nH]2)cc1
82) Cc1ccc(C2(c3ccc(C)cc3)NC(=O)N(CC(=O)NCCCN3CCCC3=O)C2=O)cc1
83) Cc1ccccc1C(=O)N1CCC(C(=O)Nc2sccc2C(N)=O)CC1
84) Cc1ccc2c(COC(=O)CNS(=O)(=O)c3ccccc3)cc(=O)oc2c1
85) CN(C(=O)CSc1nnc(-c2cccs2)n1N)c1ccccc1
86) Nc1ncnc2c1ncn2C1CCCC1
assay / compound | 81 | 82 | 83 | 84 | 85 | 86
GSK3 alpha inh | -2 | -4 | 6 | 1 | -2 | 16
DYRK1A inh | -3 | -5 | 4 | 3 | -2 | 23
HDAC3 inh | -6 | -2 | 6 | 6 | -5 | -5
